STK33 kinase inh: inhibitors of purified STK33 kinase, primary screen, biochemical, ADP-Glo luminescence, homogeneous, cell-free. Serine/threonine-protein kinase 33 (Homo sapiens), Q9BYT3. MBP phosphorylation. actives 0.073% (n = 320,000). inhibition, % at 10 µM;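 active means inhibition at or above 25%, using the most active replicate where run in duplicate; inactive means inhibition below 25%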
CHT PAM: CHT positive allosteric modulators, primary screen, cell-based, membrane potential dye, choline EC20; CHT-expressing cells; hits give high values; LV-AA mutant CHT in HEK293 cells; AID 488977, 2010; High affinity choline transporter 1 (Homo sapiens), Q9GZV3; actives 0.49% (n = 310,000); B-score at 10 µM;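 active means initial fluorescence not abnormally high and integrated response B-score, plate-corrected, over 3 SD above library mean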
Target sequence (Q9GZV3 whole entry, looked up): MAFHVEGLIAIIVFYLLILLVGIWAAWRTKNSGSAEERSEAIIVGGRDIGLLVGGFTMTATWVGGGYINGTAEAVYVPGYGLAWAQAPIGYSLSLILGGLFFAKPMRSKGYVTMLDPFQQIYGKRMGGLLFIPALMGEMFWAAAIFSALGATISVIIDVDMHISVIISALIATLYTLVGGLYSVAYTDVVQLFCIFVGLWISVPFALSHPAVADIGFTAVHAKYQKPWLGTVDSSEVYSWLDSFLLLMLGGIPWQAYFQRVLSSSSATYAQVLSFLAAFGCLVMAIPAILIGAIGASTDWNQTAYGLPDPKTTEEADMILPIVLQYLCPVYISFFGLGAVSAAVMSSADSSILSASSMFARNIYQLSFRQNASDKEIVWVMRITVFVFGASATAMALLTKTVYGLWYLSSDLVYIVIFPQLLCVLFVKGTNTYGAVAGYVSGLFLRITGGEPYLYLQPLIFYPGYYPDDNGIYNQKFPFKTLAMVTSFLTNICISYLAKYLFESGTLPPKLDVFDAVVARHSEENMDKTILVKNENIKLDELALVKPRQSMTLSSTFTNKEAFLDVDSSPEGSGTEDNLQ
CHT block: inhibitors of human choline transporter CHT; High affinity choline transporter 1 (Homo sapiens), Q9GZV3; CHT-expressing cells, membrane potential dye, choline response; hits give low values; B-score at 10 µM; actives 0.86% (n = 310,000); AID 488975, 2010;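 active means B-score over 3 SD under the library average, and starting fluorescence ratio not unusually high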;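 further: choline stimulus applied at its EC90 after an EC20 pre-addition; B-score computed on integrated fluorescence ratio after choline addition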
* = called active by the depositor; i = inactive; . = not tested or not shown. Compounds were not picked by outcome (roughly 1.5% active in at least one column).

Molecule,STK33 kinase inh,CHT PAM,CHT block
COC(=O)[C@@H]1C[C@@]2(O)[C@H](O)[C@H](O)[C@H](O)C[C@H]2N1Cc1ccccc1OS(=O)(=O)c1ccc(C)cc1,0.7,i,i
Cc1ccc(-c2noc(CCC(=O)NCCCN3CCN(c4cccc(Cl)c4)CC3)n2)cc1,-1.0,i,i
CCOC(=O)N=S(=O)(Oc1ccc([N+](=O)[O-])cc1)c1ccc(Cl)cc1 (stereo not drawn),-2.3,i,i
O=C(O)c1occc1CSc1ccccc1,-1.3,i,i
CC(C)CC(=O)NN(C)c1nc(-c2ccccc2)nnc1C(F)(F)F,-2.7,i,i
C/C(=N\OC(=O)c1ccc(C)cc1)c1sc(C)nc1C,0.1,i,i
Cc1cc(C(F)F)n2nc(C(=O)Nc3cc(C)on3)nc2n1,-0.9,i,i
C/C(=N/NC(=O)c1ccc(-c2ccccc2)cc1)c1cccc(O)c1,0.4,i,i
OCc1nc2ccc(Cl)cc2[nH]1,-1.6,i,i
CCCn1c2ccccc2c2cnn(CC(=O)OC)c(=O)c21,0.6,i,-5.8*
C/C(=N\NC(=O)C1CC1)c1ccc(NC(=O)c2ccc(Br)o2)cc1,0.0,i,i
CC(OC(=O)C1CSC2(C)CCC(=O)N12)C(=O)Nc1cccc(C#N)c1 (stereo not drawn),1.4,i,i
C=CCn1c(SCc2c(C)noc2C)nc2ccccc2c1=O,0.2,6.6*,i
CCc1ccc(-c2nc(CN3CCCC(C(=O)O)C3)c(C)o2)cc1 (stereo not drawn),-0.7,i,i
Cc1cc(Nc2ccc(Cl)cc2)n(-c2cccc(Cl)c2)n1,-1.4,i,i
O=C(NCC(=O)N1CCC2(CC1)NCCc1[nH]cnc12)c1ccc(F)cc1,0.6,i,i
CS(=O)(=O)c1nc(S(=O)(=O)c2ccc(Cl)cc2)c(NCCCN2CCCC2=O)s1,-1.0,i,i
COc1ccc(C(=O)/C=C/c2cn(CC(O)CN3CCOCC3)c3ccccc23)cc1 (stereo not drawn),-1.8,i,i
Cc1cc(NC(=O)CSc2nnc(CNC(=O)c3cccc(C(F)(F)F)c3)o2)no1,0.0,i,i
CCN1C(=O)[C@H]2[C@@H](c3ccc(OC)cc3)N3C(=O)CN(Cc4ccccc4)C(=O)[C@@]3(Cc3ccccc3)[C@H]2C1=O,-0.9,i,i
COc1ccc(OCC(=O)N/N=C(\C)c2ccc(OC)cc2)cc1,-1.4,i,i
O=C(NCCO)c1cc2cc(Cl)cc(Cl)c2oc1=O,0.2,i,i
CN(C)S(=O)(=O)c1ccc(N2CCCC2=O)c([N+](=O)[O-])c1,-1.2,i,i
O=Cc1c(N2CCSCC2)nc2ccccn2c1=O,-2.1,i,i
Cn1c(=O)c(=O)n(C)c2cc(S(=O)(=O)N3CCN(c4cccc(C(F)(F)F)c4)CC3)ccc21,-0.3,i,i
CC1(c2nnc(-c3cccc(Cl)c3)o2)CC(c2cccnc2)=NO1 (stereo not drawn),-1.7,i,i
Cc1cc(C)c(NC(=O)CNC(=O)COC(=O)Cc2cccs2)c(C)c1,-0.3,i,i
COCCNC(=O)c1cc(-c2ccc3c(c2)OCO3)on1,-1.4,i,i
CCOc1ccc(S(=O)(=O)N2CCCCC2)cc1NC(=O)CN1C(=O)NC(C)(c2ccccc2)C1=O (stereo not drawn),-0.5,i,i
CCOC(=O)c1cnn(-c2nc(-c3ccc(C)cc3)cs2)c1C(F)(F)F,-0.6,i,i
O=C(Cc1ccccc1)Nc1ccc(NC(=O)c2ccccc2)nc1,0.1,i,i
Clc1ccc(OCCCCN2CCCCC2)cc1,-0.1,i,i
CN(C)CCCN(C(=O)COc1ccc(Cl)cc1)c1nc2cc3c(cc2s1)OCCO3,-0.1,i,i
Cc1cc(C)nc(N/N=C/c2cn[nH]c2-c2ccccc2)n1,2.7,i,i
CC1CCc2nc(NC(=O)CN3CCN(Cc4ccc5c(c4)OCO5)CC3)sc2C1 (stereo not drawn),0.7,i,i
COc1cccc(-n2c(N)c(C(=O)Nc3c(C)n(C)n(-c4ccccc4)c3=O)c3nc4ccccc4nc32)c1,-0.1,i,i
COc1cc(C2CC(=O)N(CC(=O)NCc3ccco3)c3ccccc3S2)cc(OC)c1OC (stereo not drawn),-0.6,i,i
O=C(Nc1nccs1)c1cc2c(s1)CCCCC2,3.2,i,i
CCCCN(CC)C(=O)c1ccc(Cl)c(Cl)c1,-2.5,i,i
CC(=O)C1=C(C)OC(N)=C(C#N)C1c1cccnc1 (stereo not drawn),-1.2,i,i
COc1ccc(CCNC(=O)CCNC(=O)N2CC(=O)Nc3ccccc32)cc1OC,-1.6,i,i
CC(=O)OCC(=O)NCCCOc1cccc(CN2CCCCC2)c1,0.2,i,i
CSc1ccccc1OCc1cc(C(=O)NC2CCOC2)no1 (stereo not drawn),-1.7,i,i
O=S1(=O)CCN2C=Nc3sc4c(c3C2=N1)CCCC4,-0.2,i,i
COc1ccc(NC(=O)c2ccccc2C)cc1,0.3,i,i
CCN1CCN(CC(O)COc2ccc(C)c(C)c2)CC1 (stereo not drawn),-0.5,i,i
CCOC(=O)C1CCN(C(C(=O)NC2CCCC2)c2ccc(C)cc2)CC1 (stereo not drawn),0.7,i,i
COC(=O)c1ccccc1NC(=O)c1ccc(-c2cccc(Cl)c2)o1,-1.2,i,i
COc1ccc(C)cc1NS(=O)(=O)c1ccc2c(c1)n(C)c(=O)n2C,-0.4,i,i
CN(C)/C=C(/C(=O)c1ccc(Cl)cc1)S(=O)(=O)c1ccc(Cl)cc1,-1.0,i,i

Other compounds follow:
Molecule,STK33 kinase inh,CHT PAM,CHT block
O=C(CSc1nc2ccccc2c(=O)n1-c1ccc(OC(F)F)cc1)NCc1cccs1,-1.4,i,i
Cc1ncc(CO)c(/C=N/NC(=S)Nc2ccc(F)cc2)c1O,-2.2,i,i
CCOC(=O)N1CCN(S(=O)(=O)N2CCCC(C(=O)NCc3ccccc3OC)C2)CC1 (stereo not drawn),-3.3,i,i
CC(=O)c1cccc(NC(=O)c2sc3nc4n(c(=O)c3c2C)CCCCC4)c1,-0.1,i,i
COc1ccc(OC)c(CCNC(=O)Cn2sc3nc(C)cc(C)c3c2=O)c1,-2.2,i,i
CCc1ccc(O)c(-c2cc(C(=O)Nc3cccnc3)[nH]n2)c1,-3.2,i,i
CC1CN(c2ccccc2)NC1=O (stereo not drawn),-0.3,i,i
CCOC(=O)N1CCN(C(=O)c2ccc(N3C(=O)CCC3=O)cc2)CC1,-1.4,i,i
COc1cccc(N2CCN(C(=O)Nc3ccccc3Cl)CC2)c1,-1.0,i,i
CCN(Cc1ccccc1)C(c1cccc(C#N)c1)c1nnnn1C(C)(C)C (stereo not drawn),-1.5,i,i
COC(=O)C1=C(C(=O)OC)[C@@H]2N(C)c3ccccc3[C@@]23C[C@@H](C(=O)OC)N(C(=O)c2cc(C)oc2C)C3=N1,0.5,i,i
O=C(c1ccco1)N1CCCC(N2CCN(c3ccccc3F)CC2)C1 (stereo not drawn),-0.1,i,i
O=[N+]([O-])c1ccccc1-c1ccc(C(=S)N2CCN(c3ccccc3)CC2)o1,-0.7,i,i
CC1CC(C)CN(S(=O)(=O)N2CCCC(C(=O)NC(C)c3ccccc3)C2)C1 (stereo not drawn),0.5,i,i
O=C(NNC(=O)C12CC3CC(CC(O)(C3)C1)C2)c1ccccc1O,-0.5,i,i
COc1ccc2c(CC(=O)O)cc(=O)oc2c1,-1.4,i,i
C=CCN1/C(=C2/SC(=S)N(C)C2=O)Sc2ccccc21,1.1,i,i
CC1Sc2ccc(S(=O)(=O)NCCc3ccccc3)cc2NC1=O (stereo not drawn),-1.8,i,i
Cn1ccc(C(=O)N/N=C/c2cccnc2)n1,0.9,i,i
CCOC(=O)N1CCN(C(=O)COc2ccc3oc4c(c3c2)CCCC4)CC1,-0.8,i,i
COc1ccc(C2(C(=O)Nc3ccc(C)cc3)CCOCC2)cc1,-2.2,i,i
Cc1ccc(NC(=O)c2cccc(NC3=NC4CS(=O)(=O)CC4S3)c2)cc1 (stereo not drawn),-0.1,i,i
CC(=O)NC(Nc1nc2c(s1)CCCC2)(C(F)(F)F)C(F)(F)F,-0.3,i,i
CN1CCN(Cc2coc3c(Cl)cc(Cl)cc3c2=O)CC1,0.0,i,i
O=C(Nc1ccc(Cl)cc1)Nc1ccc(S(=O)(=O)Nc2ncccn2)cc1,-5.3,i,i

Compound profiles (already shown).
CCOC(=O)N1CCN(C(=O)c2ccc(N3C(=O)CCC3=O)cc2)CC1 reads STK33 kinase inh = -1.4; CHT PAM = i; CHT block = i
COc1ccc(C2(C(=O)Nc3ccc(C)cc3)CCOCC2)cc1 reads STK33 kinase inh = -2.2; CHT PAM = i; CHT block = i

Some of these compounds in order of the STK33 kinase inh value, descending.
smiles	STK33 kinase inh
C=CCN1/C(=C2/SC(=S)N(C)C2=O)Sc2ccccc21	1.1
C/C(=N\NC(=O)C1CC1)c1ccc(NC(=O)c2ccc(Br)o2)cc1	0.0
COC(=O)c1ccccc1NC(=O)c1ccc(-c2cccc(Cl)c2)o1	-1.2

Following part.
Molecule,STK33 kinase inh,CHT PAM,CHT block
COc1ccc(-c2csc(N3CCOCC3)n2)cc1OC,0.4,i,i
Cc1cc(C)n(C(=O)CNC(=O)c2ccc(C(C)(C)C)cc2)n1,-0.9,i,i
CCOc1ccc2nc(NC(=O)CSc3nc4c(c(=O)n(C)c(=O)n4C)n3CC)sc2c1,-2.4,i,i
Cc1cccc(C#Cc2ccccc2)n1,-1.7,i,i
COc1ccccc1CCC(=O)N(C)CC(=O)Nc1ccc(F)cc1,-0.1,i,i
Cc1ccc2nc(SCC(=O)Nc3cccc4ccccc34)nc(=O)n2c1,0.9,i,i
O=C(Nc1nc(-c2cccnc2)cs1)c1ccccc1F,0.6,i,i
COC(=O)c1ccc(Cn2c(O)c(N=NC(N)=S)c3ccccc32)o1,0.3,i,i
C=CCNC(=S)N/N=C(\C)c1cc(OC)c(OC)c(OC)c1,-0.8,i,i
CCN(CC)CCN1C(=O)C(O)=C(C(=O)c2cc3ccccc3o2)C1c1cccnc1 (stereo not drawn),-0.8,i,i
Cc1ccc(OCCn2ccc(=O)[nH]c2=O)cc1C,-1.8,i,i
Cc1nnc(N(Cc2ccco2)C(=O)c2ccc(C#N)cc2)s1,0.5,i,i
COc1ccc(C2=NN(C(=O)CSc3nc(=O)n4cccc(C)c4n3)C(c3ccc(C)cc3)C2)cc1 (stereo not drawn),-1.2,i,i
COc1ccc(C(=O)N/N=C(/C)c2cccc(NC(=O)c3ccccc3F)c2)cc1,-0.4,i,i
Cc1ccc(N=c2c([N+](=O)[O-])nn(-c3ccc(Cl)cc3)n2O)cc1C,0.1,i,i
Cc1ccc(C(=O)Nc2nc(COc3ccccc3)cs2)s1,-3.4,i,i
O=C(Cn1cc([N+](=O)[O-])cn1)NCc1ccco1,-0.2,i,i
COC(=O)c1ccc(-n2c(CCC(=O)O)ccc2-c2ccccc2)cc1,-0.2,i,i
COC(=O)CSc1nc2cc(OC)ccc2cc1C#N,-0.6,i,i
O=C(O)/C=C/C(=O)Nc1ccc(Oc2ccccc2)cc1,-1.5,i,i
c1c2c(cc3sc(N4CCCCC4)nc13)OCCO2,.,i,i
CCN1C(=NCCCCO)N[C@@H](c2cccc(F)c2)C(C(=O)OC)=C1C,-1.0,i,i
N#Cc1ccc(-c2csc(NNC(=O)c3ccc(Br)cc3)n2)cc1,1.0,i,i
Cc1cc(C(=O)COc2ccccc2Cl)c(C)n1-c1ccc2c(c1)OCO2,-1.8,i,i
COc1ccc(N(C(=O)c2snc(C(N)=O)c2N)C(C(=O)NC2CCCC2)c2cc(OC)ccc2OC)cc1 (stereo not drawn),-1.4,i,i
Cc1ccc(S(=O)(=O)NN2C(=O)c3ccccc3NC2c2ccccc2F)cc1 (stereo not drawn),-0.3,i,i
CCN(CC)c1ccc(C(=O)NNC(=O)CCl)cc1,-0.5,i,i
C/C(=N\Nc1nc2ccccc2c(=O)n1O)c1ccco1,0.9,i,i
COc1ccc(C)cc1NC(=O)NCc1ccco1,-1.2,i,i
O=C(C1=C[C@@H](c2csc3ccccc23)C[C@@H](OCCCCO)O1)N1CCN(Cc2ccc3c(c2)OCO3)CC1,-2.6,i,i
C[n+]1ccccc1/C=C/c1c(F)cccc1F,0.0,i,i
O=S(=O)(c1cccc(-c2n[nH]c(=S)n2C2CCCC2)c1)N1CCOCC1,-1.1,i,i
CC(=O)NC(=S)Nc1ccc2oc(-c3cc(F)c(F)cc3Cl)nc2c1,-1.2,i,i
CCN(C1CCCCC1)S(=O)(=O)c1ccc(S(=O)(=O)N2CCN(CCC#N)CC2)cc1,-0.7,i,i
COc1cc(C(=O)NN(CCC#N)C2=NS(=O)(=O)c3ccccc32)cc(OC)c1OC,-0.1,i,i
Cc1cc(C)n(-c2ccc(C(F)(F)F)cc2[N+](=O)[O-])n1,-0.1,i,i
COc1ccc(S(=O)(=O)N2CCOCC2)cc1NC(=O)COc1ncnc2ccccc12,-1.1,i,i

From PubChem BioAssay
